High-throughput results from PubChem BioAssay.
D3 antag = qHTS of D3 Dopamine Receptor Antagonist: qHTS. D3R cells, DiscoveRx beta-arrestin luminescence, antagonist mode; stronger effect = lower value. max response, negative = inhibition, %. hit rate 2.5% among 360,000; in the data active = max response below about -50%; inconclusive = no clear call, values can overlap the other calls; also: % is scaled to controls: 0 for no effect and ±100 for the full control effect; mostly tested at two doses, the higher about 12 µM
Target sequence (P35462 whole entry, looked up): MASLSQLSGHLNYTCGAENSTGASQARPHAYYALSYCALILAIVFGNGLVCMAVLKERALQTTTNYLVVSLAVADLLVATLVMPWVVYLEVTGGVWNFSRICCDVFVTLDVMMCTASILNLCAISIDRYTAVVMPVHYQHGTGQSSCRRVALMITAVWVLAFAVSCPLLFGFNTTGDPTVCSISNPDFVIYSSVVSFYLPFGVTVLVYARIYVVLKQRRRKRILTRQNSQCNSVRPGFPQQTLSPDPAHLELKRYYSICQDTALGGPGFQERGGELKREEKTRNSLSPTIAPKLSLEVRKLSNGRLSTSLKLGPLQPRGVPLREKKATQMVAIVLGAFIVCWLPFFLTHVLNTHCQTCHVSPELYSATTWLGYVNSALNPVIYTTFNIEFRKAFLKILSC
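Cells plated overnight at 1500 cells/well, then exposed to library compounds with dopamine controls for 90 minutes at 37 degrees C. DiscoveRx reagent added for 30–60 minutes at room temperature; luminescence read, quantitative HTS format.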
aSyn yeast inh = qHTS of alpha-syn Inhibitors | Yeast expressing alpha-synuclein, growth rescue, BacTiter-Glo, 24 h | AID 652106, 2013 | Potency, µM (doses to about 46.1 µM), for inactives: at the top dose growth rescue (activation), actives largely listed as activators | hit rate 0.14% among 370,000; also: potency is read from the fitted curve at half-maximal effect; % of control where 0% means no effect; nearly all actives have a fitted effect of over 65% in size
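Readout is rescue of growth in alpha-synuclein-expressing yeast, so inhibitors of toxicity appear as activators. Growth after 24 hr at 30 deg C in galactose medium is quantified by luminescence.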
FUS yeast rescue = qHTS for Suppressors of FUS Proteinopathy: Primary screen using FUS-linked yeast assay; S. cerevisiae FUS-expressing, growth rescue, OD600, 24 h; hit rate 0.24% among 390,000; Potency, µM (highest dose often 76.6 µM), inactives show at the highest dose growth rescue (activation), usual class: activators;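 also: potency is read from the fitted curve at half-maximal effect; plate controls were DMSO vehicle for no effect and reference control for full effect; nearly all actives have a fitted effect of over 55% in size; some results filed as inactive show a strong effect at the top dose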
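Toxicity suppression screen in FUS-yeast. Cells induced with 2% galactose, starting OD 0.005, treated 24hr at 30C with compounds at multiple final concentrations; growth by OD600.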
TDP-43 yeast inh = qHTS of TDP-43 Inhibitors; TDP-43 expressing yeast growth rescue, BacTiter-Glo, 24 h; Potency, µM (series often up to 46.1 µM), for inactives: at the highest dose growth rescue (activation), actives largely listed as activators; hit rate 1.8% among 410,000; AID 652104, 2013; also: potency is read from the fitted curve at half-maximal effect; % of control where 0% means no effect; nearly all actives have a fitted effect of over 50% in size
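Yeast cells expressing TDP-43 under galactose induction are exposed to compounds for 24 hr at 30 deg C. BacTiter-Glo luminescence measures growth, so protective compounds score as activators.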
pAkt inh = HTS Assay for Inhibitors of Akt Phophorylation: Primary Screen; hit rate 0.32% among 360,000; activity change, % for hits at 50 µM; AID 651550, 2012; Neuro2A IGF-stimulated pAkt S473 HTRF, 20 min; stronger effect = lower value; in the data active = activity change below about -80%; inconclusive = mostly about -51% to -80%; also: % is scaled to controls: 0 for no effect and ±100 for the full control effect
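Neuro2A cells (4,500/well, DMEM with 0.5% FBS) were treated with compound at a single 50 µM final concentration, stimulated with 6 nM IGF for 20 min at 37 °C, and lysed. Phospho-Akt Ser473 was read by HTRF as 665/615 ratio ×10^4.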
PTHR1 agonist = qHTS for PTHR1 Agonists: Primary Screen; HEK293 GP2 PTHR1 cells, GloSensor cAMP luminescence, 1 h; Potency, µM (highest dose often 115 µM), without a hit: at the highest dose activation, usual class: activators; hit rate 0.075% among 410,000; AID 743266, 2014; also: potency is read from the fitted curve at half-maximal effect; nearly all actives have a fitted effect of over 55% in size; some results filed as inactive show a strong effect at the top dose; inactives centre near -15; many of its hits are not listed in these tables
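HEK-293-derived GP2 cells expressing PTHR1 and a GloSensor cAMP reporter, 3,000/well, plated overnight, given luciferin plus IBMX (each 0.5 mM as added) for 1 h at 37 °C, then compound for 1 h at 37 °C. Luminescence was read after 15 min at room temperature.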
Abeta rescue = qHTS for compounds that reverse cellular toxicity of Amyloid beta (A-beta) peptide in yeast: Primary Screen | hit rate 0.063% among 410,000 | Potency, µM (titrated, usually from 46.1 µM), for the others: top-dose growth rescue, hits mostly activators | yeast expressing A-beta42, growth rescue, OD600, 48 h; response scale: 0% DMSO, 100% iron-clioquinol control; also: potency is read from the fitted curve at half-maximal effect; nearly all actives have a fitted effect of over 55% in size
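Growth rescue measured by 600 nm absorbance after 48 h yeast culture at 30 C with compound. Values normalized between DMSO and an equimolar ferric chloride plus clioquinol control.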
GLP1R inv ag = qHTS of GLP-1 Receptor Inverse Agonists (Inhibition Mode); HEK293 GLP-1R CRE-luciferase, luminescence, 24 h; GLP-1R form is constitutively active; Potency, µM (top dose mostly 38.3 µM), for inactives: top-dose activity change, negative = inhibition, usual class: inhibitors; hit rate 1.6% among 410,000; also: potency is read from the fitted curve at half-maximal effect; % is scaled to controls: 0 for no effect and ±100 for the full control effect; nearly all actives have a fitted effect of over 55% in size
Target sequence (P43220 whole entry, looked up): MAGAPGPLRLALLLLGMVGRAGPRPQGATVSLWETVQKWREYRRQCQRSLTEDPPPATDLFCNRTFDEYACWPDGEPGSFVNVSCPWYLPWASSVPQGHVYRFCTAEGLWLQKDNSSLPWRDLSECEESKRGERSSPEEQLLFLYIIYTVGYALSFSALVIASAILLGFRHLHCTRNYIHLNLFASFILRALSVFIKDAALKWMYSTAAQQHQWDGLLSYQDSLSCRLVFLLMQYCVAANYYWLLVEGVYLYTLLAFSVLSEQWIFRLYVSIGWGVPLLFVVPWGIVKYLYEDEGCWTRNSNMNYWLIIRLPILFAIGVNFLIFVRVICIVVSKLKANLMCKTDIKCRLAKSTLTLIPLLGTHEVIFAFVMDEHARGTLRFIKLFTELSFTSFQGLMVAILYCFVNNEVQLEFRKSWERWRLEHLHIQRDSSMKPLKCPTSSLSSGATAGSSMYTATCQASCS
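GLP-1R inverse agonism mode: basal reporter luminescence in engineered HEK293 cells measured after one day of compound exposure at 37 deg C, with a 12 min room-temperature detection step.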
GLP-1R agonist = qHTS of GLP-1 Receptor Agonists; Glucagon-like peptide 1 receptor (Homo sapiens), P43220; HEK293 GLP-1R CRE-luciferase, luminescence, 4-6 h; cells express a hypersensitive GLP-1R form; Potency, µM (top dose mostly 45.6 µM), inactives show at the highest dose activation, hits mostly activators; hit rate 0.007% among 380,000; also: potency is read from the fitted curve at half-maximal effect; % of control where 0% means no effect
* = called active by the depositor; i = inactive; ? = inconclusive; · = not tested or not shown; [ ] = dose if it differs, or a comment. Unless noted, calls follow the shape of the dose curve; as a rule, active = well fitted curve in the direction sought with a large enough effect; inconclusive = small, poorly fitted or top-dose-only effect, or another doubt; inactive = no such curve, though single readings can be large; an effect the other way counts as inactive or inconclusive. This is a subset. The share of hits here may be higher or lower than overall.

entry	Molecule	D3 antag	aSyn yeast inh	FUS yeast rescue	TDP-43 yeast inh	pAkt inh	PTHR1 agonist	Abeta rescue	GLP1R inv ag	GLP-1R agonist
1	CC(=O)C(/C=N/c1cc(-c2ccc(C)cc2)nn1-c1ccccc1)=C(\C)O	4	8%	-9%	?	i	i	3%	0%	12%
2	COc1ccccc1OCC(=O)N/N=C/c1cccc2cccnc12	2	4%	17%	15%	i	-55%[inhibitor]	-5%	?	2%
3	O=C(N/N=C/c1cc(Br)c(O)c(Br)c1)c1cccnc1	-25	-9%	31%	-20%	i	i	-19%	-1%	-2%
4	COc1ccc2c(c1)c(=O)c(C(=O)c1ccc(Cl)cc1)cn2CC(=O)Nc1ccc2c(c1)OCO2	·	·	-23%	16%	·	i	2%	-4%	-1%
5	CCCCOCCCNC(=O)C1c2ccccc2Oc2ccccc21	0	-7%	13%	7%	i	3%	4%	?	-11%
6	NC(=S)NNC(=O)C12CC3CC(CC(C3)C1)C2	2	8%	-2%	0%	i	-28%	27%	?	-3%
7	O=c1c2ccccc2c2ccccc2c(=O)n1-c1ccccc1	-13	3%	-11%	18%	i	i	-2%	-1%	-1%
8	Cc1cc(=O)oc(C)c1C(=O)Nc1ccc(Cl)cn1	15	1%	-26%	5%	i	i	13%	14%	0%

A second format for part of the listing above.
Values in the order: D3 antag | aSyn yeast inh | FUS yeast rescue | TDP-43 yeast inh | pAkt inh | PTHR1 agonist | Abeta rescue | GLP1R inv ag | GLP-1R agonist
(7) O=c1c2ccccc2c2ccccc2c(=O)n1-c1ccccc1
    -13 | 3% | -11% | 18% | i | i | -2% | -1% | -1%
(4) COc1ccc2c(c1)c(=O)c(C(=O)c1ccc(Cl)cc1)cn2CC(=O)Nc1ccc2c(c1)OCO2
    · | · | -23% | 16% | · | i | 2% | -4% | -1%
(6) NC(=S)NNC(=O)C12CC3CC(CC(C3)C1)C2
    2 | 8% | -2% | 0% | i | -28% | 27% | ? | -3%

Next results:
entry	Molecule	D3 antag	aSyn yeast inh	FUS yeast rescue	TDP-43 yeast inh	pAkt inh	PTHR1 agonist	Abeta rescue	GLP1R inv ag	GLP-1R agonist
9	COc1ccc([C@H]2CC(=O)C=C(c3cccc(CO)c3)C2)cc1OC	31	5%	-17%	18%	i	-29%	2%	1%	22%
10	CCOc1ccc(C(=O)NN2C(=S)NC(C)(C)C=C2C)cc1	13	-7%	6%	-6%	i	-9%	10%	-9%	4%
11	COc1ccc(C2C(C(C)=O)=C(O)C(=O)N2CCCn2ccnc2)cc1 (configuration not stated)	-6	1%	-4%	-16%	i	i	12%	5%	-2%
12	OCCN1CN=C(Nc2nc3ccccc3s2)NC1	-14	-4%	23%	0%	i	i	0%	4%	6%
13	COc1cc(C2(O)CCCCC2C)cc(OC)c1OC (configuration not stated)	-17	-11%	·	4%	i	-31%[inhibitor]	-10%	-3%	-4%
14	Cc1ccc(OC(=O)c2sc3ncn(C)c(=O)c3c2C)cc1	5	-11%	11%	0%	i	i	-24%	40%[activator]	8%
15	O=C(CSc1nnc(Cc2ccccc2)o1)c1ccc(F)cc1	8	4%	4%	21%	i	-9%	1%	-30%	15%
16	Cc1onc(-c2ccccc2)c1CNC(=O)CN1C(=O)c2ccccc2C1=O	-2	-7%	18%	-20%	i	-1%	-8%	2%	3%
17	Cc1noc(C)c1S(=O)(=O)N(C)C[C@H]1Oc2ccc(NC(=O)CCC(F)(F)F)cc2C(=O)N([C@H](C)CO)C[C@@H]1C	16	1%	19%	6%	i	0%	-7%	4%	-2%
18	CCOC(=O)N1CCC(Nc2c(NCCCN3CCN(CC)CC3)c(=O)c2=O)CC1	12	1%	-16%	5%	i	-20%	5%	-5%	-4%
19	COC(=O)c1cn(CCOc2ccccc2F)c2ccccc12	49	9%	16%	11µM*	i	-7%[57.5 µM]	?	0%	22%
20	CCC(=O)Nc1ccccc1C(=O)OCc1ccc(C(=O)c2ccccc2)cc1	31	1%	0%	-11%	i	0%	-2%	?	-4%
21	O=C(CCC1CCCN(C(=O)c2ccoc2)C1)NCc1ccc(F)c(F)c1 (configuration not stated)	0	4%	14%	-12%[0.397 µM]	i	-8%	10%	12%	4%
22	O=C(Nc1ccc2ncccc2c1)c1ccccc1	8	2%	7%	-6%	i	i	-12%	5%	3%
23	CC1(C)CN=C(c2ccccc2)NC1	-8	0%	-10%	-4%	i	-7%	11%	4%	9%
24	CCC(c1nnnn1C1CCCCC1)N1CCN(C2CCCC2)CC1 (configuration not stated)	8	0%	9%	19%	i	i	5%	?	1%

Two compounds from above, limited to FUS yeast rescue, GLP1R inv ag and D3 antag.
entry | SMILES | FUS yeast rescue | GLP1R inv ag | D3 antag
23 | CC1(C)CN=C(c2ccccc2)NC1 | -10% | 4% | -8
24 | CCC(c1nnnn1C1CCCCC1)N1CCN(C2CCCC2)CC1 (configuration not stated) | 9% | ? | 8

(continued)
entry	Molecule	D3 antag	aSyn yeast inh	FUS yeast rescue	TDP-43 yeast inh	pAkt inh	PTHR1 agonist	Abeta rescue	GLP1R inv ag	GLP-1R agonist
25	CC(=O)Nc1ccc(C(=O)N/N=C/c2ccc(F)cc2)cc1	25	1%	-26%	10%	i	-28%	10%	12%	-1%
26	O=C(CSc1nc2ccccc2s1)N1c2ccccc2Sc2ccc(Cl)cc21	-25	-14%	27%	1%	i	26%[57.5 µM]	-1%	-20%	-3%
27	CC(=O)Nc1ccc(S(=O)(=O)N2CCC(n3c(C(F)(F)F)nc4cccnc43)CC2)cc1	·	·	17%	16%	·	-46%	-5%	4%	·
28	CCn1nnnc1NCc1ccc(OCc2ccc(F)cc2Cl)c(OC)c1	0	0%	13%	-4%	i	-27%	10%	?	12%
29	Oc1ccc(N2CCN(C(c3ccncc3)c3nnnn3C3CCCC3)CC2)cc1 (configuration not stated)	2	4%	0%	-9%	i	i	-4%	-2%	-3%
30	CCOc1ccc(C2C(C(N)=O)=C(C)Nc3ncnn32)cc1OC (configuration not stated)	4	-8%	-30%	11%	i	i	3%	19%	-1%
31	CCC1CC(C)(C(=O)Nc2ccc(S(N)(=O)=O)cc2)OC1=O (configuration not stated)	4	1%	4%	-5%	i	-24%	1%	0%	-10%
32	Cc1ccccc1CSc1nc2cccnc2n1Cc1ccc(C(=O)NCCc2cccs2)cc1	·	·	?	1%	·	-27%	11%	-19%	·
33	CCOC(=O)C1=C(Cc2ccc(F)cc2)C(=O)c2ccccc2C1=O	-100*	-41%[inhibitor]	33%	?	·	-20%[57.5 µM]	-33%	-2%	-25%
34	CN(C)c1[nH]c(=O)c(C#N)c2c1CCN2Cc1ccccc1	-20	2%	10%	11%	i	-6%[57.5 µM]	5%	22%	4%
35	C[C@H]1CN([C@@H](C)CO)C(=O)c2cc(NS(=O)(=O)c3ccc(Cl)cc3)ccc2O[C@@H]1CN(C)CC1CCCCC1	14	-12%	0%	9%	i	i	-6%	?	15%
36	CC(Cc1ccco1)NC(=O)c1ccc(C(F)(F)F)cc1 (configuration not stated)	1	-1%	-5%	-18%	i	-15%	6%	?	7%
37	COc1cccc(/C=N\Nc2nncc(-c3ccccc3)n2)c1	3	-2%	-11%	8%	i	i	9%	24%	-10%
38	COCCn1c(SCC(=O)Nc2ccc(OC)c(S(N)(=O)=O)c2)nc2ccccc2c1=O	9	2%	6%	2%	i	-1%	-5%	4%	5%
39	CCOC(=O)N1CCN(Cc2ccc(F)cc2F)CC1	-7	0%	-7%	-19%	i	-11%[57.5 µM]	20%	-1%	-3%
40	CC1(C)CNC(=O)c2sc(N3CCCCC3)nc2C1	14	0%	12%	-14%	i	i	-3%	3%	-5%
41	Cc1ccc(C(=O)N2CCN(c3ccc(C(F)(F)F)cn3)CC2)o1	15	-4%	·	?	i	-23%	-21%	?	18%
42	COc1cc(C(=O)n2nc(C)c(Sc3ccc(Cl)cc3)c2C)cc(OC)c1OC	·	·	10%	?	·	i	26%	?	·
43	COC(=O)/C(C#N)=C/c1c(-c2ccccc2)nc2n1CCS2	-12	11%	22%	-20%	i	0%	-20%	31%[activator]	16%
44	O=C(OC(C(=O)Nc1ccc(Cl)c(C(F)(F)F)c1)c1ccccc1)C1=COCCO1 (configuration not stated)	5	26%	18%	23%	i	-7%	?	?	1%
45	Cc1ccc(NC(=O)C2CCCN2C(=O)OCc2ccccc2)cc1C (configuration not stated)	-2	8%	3%	?	i	i	3%	?	4%
46	CC(CC(=O)C1C(C)C=CCC1(C)C)NNC(N)=O (configuration not stated)	0	0%	14%	-10%	i	0%	17%	?	7%
47	O=C1C2=C(Nc3ccccc3SC2c2ccccc2C(F)(F)F)c2ccccc21 (configuration not stated)	·	·	18%	22%	·	-40%[inhibitor]	-24%	?	·
48	C[C@@H]1CN([C@H](C)CO)C(=O)c2cc(NC(=O)Cc3ccccc3)ccc2O[C@H]1CN(C)Cc1ccc(Oc2ccccc2)cc1	11	8%	2%	-2%	i	27%	0%	?	3%
49	CCC(C)[C@H](NC(=O)[C@@H]1CSC2c3ccccc3C(=O)N21)C(=O)NCc1ccco1 (some centres not stated)	-7	0%	14%	-10%	i	-22%	9%	-2%	4%
50	C=CCNc1sc(C(=O)c2cccs2)c(N)c1C#N	?	1%	16%	-6%	i	i	-8%	45%[activator]	-2%
